ELG1 genotox: genotoxicity induction in ELG1-luciferase HEK293T cells; HEK293T ELG1-luciferase reporter, luminescence, 16 h; actives 1.3% (n = 330,000); AID 504466; Potency, µM (top dose mostly 46 µM), for inactives: at the highest dose activity change, positive = activation, usual class: activators; note: % of control where 0% means no effect; nearly all actives have a fitted effect of over 60% in size
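Genotoxicity was scored as increased ELG1-luciferase reporter signal, measured by ONE-Glo luminescence (30 min, room temperature). Compound or vehicle exposure of the HEK293T reporter cells lasted 16 hr at 37°C.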
BRCA1 expr act: BRCA1 expression activation. MCF7-BRCA1-FFLuc reporter, luminescence, 48 h; response scale: scaled: vehicle 0%, 10 µM genistein 100%. actives 1.1% (n = 380,000). AID 624202. Potency, µM (titrated, usually from 46.1 µM), inactives show at the highest dose activation, most hits filed as activators; note: nearly all actives have a fitted effect of over 80% in size; some results filed as inactive show a strong effect at the top dose
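MCF7-BRCA1-FFLuc, 2000 cells/well; 2 h attach, 37 °C/5% CO2; compound 48 h; luciferase substrate 15 min; luminescence end-point. Norm. to genistein 10 microM max activation and DMSO; concentration-response curves fitted.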
RORg inh: ROR gamma (mouse) transcription inhibition; P51450; Drosophila S2 Gal4-RORgamma UAS-luciferase reporter, 20 h; Potency, µM (top dose mostly 53.6 µM), for the others: at the top dose activity change, negative = inhibition, actives largely listed as inhibitors; actives 5.4% (n = 310,000); AID 2551; note: % is set by controls: 0 for no effect and ±100 for the full control effect; nearly all actives have a fitted effect of over 60% in size
Target sequence (P51450 whole entry, looked up, the tested form may be a part): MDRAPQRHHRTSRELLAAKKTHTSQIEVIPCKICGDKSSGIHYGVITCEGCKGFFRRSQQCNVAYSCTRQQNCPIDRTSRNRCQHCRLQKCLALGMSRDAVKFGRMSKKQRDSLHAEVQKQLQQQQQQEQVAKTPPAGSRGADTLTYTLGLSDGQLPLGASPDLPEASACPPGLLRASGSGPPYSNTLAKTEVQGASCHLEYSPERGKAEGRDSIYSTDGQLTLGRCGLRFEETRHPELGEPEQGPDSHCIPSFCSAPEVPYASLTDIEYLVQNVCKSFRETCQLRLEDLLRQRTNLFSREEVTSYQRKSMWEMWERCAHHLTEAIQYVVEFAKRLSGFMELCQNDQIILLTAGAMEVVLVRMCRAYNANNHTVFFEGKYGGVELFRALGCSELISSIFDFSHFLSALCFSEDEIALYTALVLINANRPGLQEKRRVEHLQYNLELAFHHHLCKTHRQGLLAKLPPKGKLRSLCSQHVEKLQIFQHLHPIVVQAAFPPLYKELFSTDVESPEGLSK
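Compounds are pin-transferred onto Drosophila Schneider cells expressing a copper-inducible Gal4–ROR gamma transactivation domain fusion. After 1 hr, copper sulfate is added to 700 uM final; luciferase is read 20 hr later.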
Gal4-VP16 FLuc: inhibits Gal4-VP16 luciferase reporter, ROR gamma counter-screen; Drosophila S2 Gal4-VP16 UAS-luciferase, luminescence, 20 h; Potency, µM (doses to about 53.6 µM), for the others: top-dose activity, negative = inhibition, usual class: inhibitors; actives 3.5% (n = 310,000);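 note: Gal4-VP16 expression switched on by copper sulfate through the metallothionein promoter; % is set by controls: 0 for no effect and ±100 for the full control effect; nearly all actives have a fitted effect of over 50% in size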
p53 reactivation: restores transcriptional activity of mutant p53; H1299 p53-A138V BP100-luciferase reporter, luminescence, 24 h; Potency, µM (series often up to 92.2 µM), for the others: at the highest dose activity change, positive = activation, hits mostly activators; actives 0.063% (n = 320,000); AID 504706; note: % of control where 0% means no effect; nearly all actives have a fitted effect of over 45% in size
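p53-null H1299 cells stably carrying temperature-sensitive p53-A138V and a BP100-luciferase reporter were pinned with compounds (4-point, 1:5 series) and held 24 hrs at 37 deg C. Luminescence was read 10 min after detection reagent.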
NPC1 prom act: activates the NPC1 promoter; Huh7 NPC1 promoter luciferase reporter, 24 h; Potency, µM (titrated, usually from 9.22 µM), without a hit: at the highest dose activation, usual class: activators; actives 2.4% (n = 320,000); AID 485313;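 note: % of control where 0% means no effect; nearly all actives have a fitted effect of over 60% in size; reporter is driven by a mutant NPC1 promoter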
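Luminescence from an NPC1 promoter-driven luciferase reporter in stably transfected Huh7 cells was measured after 24 h compound treatment at 37 °C, followed by 10 min ambient incubation with luciferase detection reagent.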
MBNL1-CUG inh: inhibitors of human MBNL1 binding to CUG repeat RNA. Potency, µM (highest dose often 57.5 µM), for the others: top-dose activity change, negative = inhibition, usual class: inhibitors. actives 0.036% (n = 280,000). TR-FRET MBNL1-His/biotin-(CUG)12 binding, 665/545 ratio. Q9NR56; active = well fitted inhibition curve with a large enough effect in the signal ratio, with a control signal flat, not every such curve was filed as active; inconclusive = small, poorly fitted or top-dose-only effect, or effect the other way, or a change in a side signal; inactive = no such curve, though single readings can be large or run the other way; the % refers to the signal ratio; note: % is set by controls: 0 for no effect and ±100 for the full control effect
Target sequence (Q9NR56 whole entry, looked up): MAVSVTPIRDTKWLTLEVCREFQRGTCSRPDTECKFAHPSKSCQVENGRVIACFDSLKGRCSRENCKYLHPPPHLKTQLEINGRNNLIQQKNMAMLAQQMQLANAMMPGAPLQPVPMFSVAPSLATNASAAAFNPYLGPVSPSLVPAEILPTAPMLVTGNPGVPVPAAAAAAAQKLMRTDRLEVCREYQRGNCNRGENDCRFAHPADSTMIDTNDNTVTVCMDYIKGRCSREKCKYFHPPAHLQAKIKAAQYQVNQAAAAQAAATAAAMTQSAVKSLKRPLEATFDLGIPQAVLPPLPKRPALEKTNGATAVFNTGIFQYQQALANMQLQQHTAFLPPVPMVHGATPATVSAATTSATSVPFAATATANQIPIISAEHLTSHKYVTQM
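His-tagged MBNL1 binding to biotinylated (CUG)12 RNA was measured by TR-FRET using terbium anti-His antibody (0.055 ng/ul final) and streptavidin-XL665 (5 nM final). Compounds were titrated 92 nM to 58 uM; 60 min at room temperature.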
MLL CXXC-DNA inh: inhibitors of human MLL CXXC domain-DNA interaction | Q03164 | MLL-CXXC / FITC-HOXA9 DNA fluorescence polarization | Potency, µM (series often up to 115 µM), inactives show top-dose activity change, negative = inhibition, actives largely listed as inhibitors | actives 0.037% (n = 290,000) | AID 2662; active = well fitted inhibition curve with a large enough effect in the polarisation, with a control signal flat, not every such curve was filed as active; inconclusive = small, poorly fitted or top-dose-only effect, or effect the other way, or a change in a side signal; inactive = no such curve, though single readings can be large or run the other way; the % refers to the polarisation
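Steps: dispense CXXC domain solution (7 uM) → pin compounds or unlabeled HOX-A9 DNA control → 5 min ambient → add FLSN-HOX-A9 solution (50 nM) → spin → 30 min ambient → fluorescence polarization. Tris pH 7.5/NaCl/DTT/BSA buffer.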
uPA surface inh: inhibitors of cell surface uPA generation; cell surface uPA generation assay, qHTS; Potency, µM (titrated, usually from 38.3 µM), for inactives: at the top dose activity change, negative = inhibition, actives largely listed as inhibitors; actives 0.31% (n = 330,000); active = well fitted inhibition curve with a large enough effect; inconclusive = small, poorly fitted or top-dose-only effect; inactive = no such curve, though single readings can be large or run the other way; tested in mouse RAW 264.7 cells; note: % is set by controls: 0 for no effect and ±100 for the full control effect; nearly all actives have a fitted effect of over 55% in size
Rab9 prom act: activates the Rab9 promoter; actives 2.8% (n = 320,000); Huh7 Rab9 promoter-luciferase reporter, luminescence, 24 h; AID 485297; Potency, µM (highest dose often 9.22 µM), for inactives: top-dose activation, negative = inhibition, usual class: activators; note: % of control where 0% means no effect; nearly all actives have a fitted effect of over 60% in size
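Luciferase signal after 10 min detection reagent at ambient indicates Rab9 promoter upregulation; stably transfected Huh7 cells were treated 24 h with compound in DMSO at 37 °C, 5% CO2.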
FLuc modulator: firefly luciferase modulation, counter-screen for miR-21 project; purified FLuc, Km substrates, luminescence inhibition; Potency, µM (highest dose often 57.5 µM), for the others: top-dose activity change, negative = inhibition, hits mostly inhibitors; actives 6.9% (n = 360,000);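 note: plate controls were vehicle for no effect and reference inhibitor for full effect; nearly all actives have a fitted effect of over 55% in size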
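Purified P. pyralis luciferase (10nM final) with 10uM D-luciferin and 10uM ATP (Km levels) in 50mM Tris acetate pH 7.5, 10mM Mg acetate, 0.01% Tween-20, 0.05% BSA; qHTS 6-point titration, ~60 µM downward; luminescence read.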
* hit, by the source's call; ? = inconclusive; . = no result given; [ ] = another dose, or the depositor's remark. Unless noted, calls come from the whole dose curve; as a rule, active = well fitted curve in the direction sought with a large enough effect; inconclusive = small, poorly fitted or top-dose-only effect, or another doubt; inactive = no such curve, though single readings can be large; an effect the other way counts as inactive or inconclusive. Potency is the fitted concentration of half-maximal effect. An excerpt; count on the stated rates, not on these rows.

item | Compound | p53 reactivation | FLuc modulator | RORg inh | MLL CXXC-DNA inh | ELG1 genotox | uPA surface inh | Rab9 prom act | Gal4-VP16 FLuc | NPC1 prom act | BRCA1 expr act | MBNL1-CUG inh
1 | CCS(=O)(=O)N1CCN(S(=O)(=O)c2ccc(S(=O)(=O)NC3CC3)cc2)CC1 | 7% | 1% | -28% | 11% | 1% | -3% | -1% | 5% | -3% | -27% | -5%
2 | CC(C)C[C@H](NC(=O)N1CCn2c1nc1ccccc12)C(=O)NC1CCCCC1 | -2% | -1% | -4% | -3% | 0% | 0% | 3% | -14% | 0% | -18% | 17%
3 | O=C(Nc1ccc(F)c(Cl)c1)C1CC(=O)N(Cc2ccco2)C1 (stereo not given) | -8% | . | . | . | 1% | -5% | 7% | . | -2% | -3% | .
4 | O=C(NCc1ccccc1Cl)c1ccc(CS(=O)Cc2ccc(Cl)cc2)o1 (stereo not given) | -4% | 2% | 26% | 0% | -5% | -10% | -5% | -1% | 1% | -3% | -7%
5 | CCOC(=O)CSc1nc(C)c2cc(OC)ccc2n1 | 23% | 24µM* | 41% | 1% | ? | 6% | 2% | 11% | -5% | 5% | 24%
6 | COc1cccc(/C=C2\SC(=O)N(CC(=O)NC3C=CS(=O)(=O)C3)C2=O)c1 (stereo not given) | -27% | 27µM* | -40% | 19% | -7% | -13% | 6% | -5% | -4% | -83% | ?
7 | CC1CN(c2ccc([N+](=O)[O-])c(NCCOc3ccc(Cl)cc3)c2)CC(C)N1 (stereo not given) | -89%[inhibitor] | -1% | ? | ? | 4% | -12% | 8% | 18µM* | 2% | -84%[inhibitor] | ?
8 | Cc1nc(SCC(=O)NCc2cccs2)nc(C)c1C | 0% | -3% | ? | 25% | 1% | 0% | 0% | 0% | -5% | -2% | -8%
9 | Cc1c(N=Cc2cc3c(cc2Cl)OCO3)c(=O)n(-c2ccccc2)n1C | 11% | -13% | -21% | -1% | -1% | . | 6% | -4% | -2% | -9% | 3%
10 | COc1ccc(Oc2c(C)oc3c(CN(C)C)c(O)ccc3c2=O)cc1 | 2% | 1% | -12% | 0% | -1% | . | -7% | 8% | -3% | 4% | -3%
11 | CC(C)N1CC(C(=O)O)CC1=O (stereo not given) | 0% | 3% | -19% | -12% | 0% | -1% | 12% | -4% | 3% | 0% | -3%
12 | Cc1ccc(/C=C/C(=O)NC2CCCCCCC2)o1 | -27% | 24µM* | -92% | 3% | ? | -18% | ? | 13µM* | 28% | 102% | 4%
13 | Cc1cc(C(=O)N/N=C/c2cccs2)n[nH]1 | 3% | ? | 17% | 6% | ? | -4% | ? | 3% | ? | 81% | 4%
14 | COc1ccc(NC(=O)CSc2nc3ccccc3c(=O)n2Cc2cccs2)c(OC)c1 | 4% | 6% | -19% | 11% | 7% | . | 2% | -17% | -1% | . | ?
15 | CNC(=O)c1sc(SC)cc1-c1ccc(Cl)cc1 | -4% | 4% | -10% | 16% | 4% | -5% | 1% | -8% | -8% | -21% | 32%[activator]
16 | c1ccc(-c2nc(-c3ccccn3)no2)cc1 | -7% | 0.54µM* | 2.2µM* | -3% | ? | ? | ? | 2µM* | 0.11µM* | ? | -4%
17 | Cn1ncc2c(Nc3cccc4ccccc34)ncnc21 | 0% | -3% | 5% | -6% | 15% | 0% | -1% | 7% | -2% | 1% | -5%
18 | O=C(CCNc1ccc(F)c(Cl)c1)c1ccco1 | -56%[inhibitor] | -3% | ? | 103%[activator] | -2% | -30% | 0% | ? | -4% | 2% | 0%
19 | COc1ccc(C(=O)N=c2sc3c(C)ccc(OC)c3n2C)cc1 | ? | 0.6µM* | -3% | 4% | 0.46µM* | ? | ? | ? | ? | ? | 1%
20 | CCOc1ccc(S(=O)(=O)NCC2CCCO2)c2cccnc12 (stereo not given) | -13% | -1% | 1%[0.365 µM] | -12% | 3% | 1% | 6% | . | -1% | -4% | -7%
21 | Cc1ccc(C)c(N2CCN(C(=O)CCS(=O)(=O)c3cccc4nonc34)CC2)c1 | -6% | 1% | 11% | 10% | -16% | 1% | -7% | 9% | -4% | -17% | ?
22 | CC1=C(C(=O)Nc2cc(-c3cccc(F)c3)[nH]n2)C2(CCCCC2)OC1=O | 7% | 9% | 30% | -5% | -15% | 15% | 1% | ? | -3% | -30% | -1%
23 | CCOc1ccc2c(C)c(C)c(=O)oc2c1OCC | -2% | 1% | 20% | -15% | -2% | . | 4% | 14% | -1% | 5% | 5%
24 | CCOC(=O)c1cc(C(C)(C)C)oc1CNC(=O)c1c(C)oc2c1CCCC2 | 1% | -2% | 94% | -4% | -3% | 7% | 4% | -18% | -1% | -9% | -1%
25 | CCc1ccccc1NC(=O)CN(C)Cc1nc(N)nc(Nc2ccccc2C)n1 | -11% | -3% | 8% | -2% | 0% | 5% | -6% | 3% | 0% | -17% | 2%
26 | COC(=O)Cc1cc(=O)n2[nH]c(C)c(-c3ccccc3)c2n1 | 6% | -3% | 3.5µM* | -16% | 0% | 1% | -2% | 4µM* | -1% | -1% | 3%
27 | C/C(=N\O)C(=O)NCc1ccccn1 | -1% | 2% | 7%[0.365 µM] | 4% | -5% | -9% | 0% | . | 3% | 3% | -3%
28 | O=C1Nc2ccccc2C(=O)N2[C@H](c3ccccc3)[C@@H]3C(=O)N(Cc4ccccc4)C(=O)[C@@H]3[C@H]12 | 17% | -3% | 19% | -3% | -5% | -9% | -8% | -5% | 1% | 12% | -7%
29 | CCOC(=O)CN1CC23C=CC(O2)C(C(=O)O)C3C1=O (stereo not given) | 1% | -1% | 1% | 1% | -1% | 6% | -10% | 12% | -5% | 2% | -20%
30 | COc1ccccc1Cn1c(SCC(N)=O)nc2c(oc3ccccc32)c1=O | -2% | -1% | 26% | 5% | 1% | 2% | -11% | -16% | -2% | -25% | 0%
31 | Cc1ccc(C(=O)CSc2ccc(-c3ccncc3)nn2)cc1 | -2% | -3% | -3% | ? | -7% | 4% | -10% | -6% | -13% | -24% | 8%
32 | CC(=O)C12OC1CC1C3CCC4=CC(=O)CCC4(C)C3CCC12C (stereo not given) | . | 0% | 2% | -7% | -4% | ? | -3% | 1% | -2% | -13% | -2%
33 | COc1cccc(C2=NNC(=NCc3ccccc3)SC2)c1 | 4% | 21µM* | 8.9µM* | 45%[activator] | 2% | -9% | ? | 5% | 19% | 28% | -1%
34 | O=C(N/N=C/c1cccs1)c1cc(C2CC2)nc2ccccc12 | 5% | -3% | 10µM* | -5% | 1% | -14% | -28% | 18µM* | -22% | -71% | 2%
35 | O=C(NC(Cc1ccccc1)C(=O)NC(Cc1ccccc1)C(=O)O)c1ccccc1 (stereo not given) | 0% | 1% | -2% | -2% | 0% | 1% | 7% | -1% | 1% | 4% | -16%
36 | CCOC(=O)c1c(NC(=O)Nc2ccc(C)cc2)sc2c1CCN(C)C2 | 0% | 4% | -24% | -15% | 0% | 4% | 1% | 24% | 1% | 7% | .
37 | Cc1cc2nc(/N=C(\N)NC(=O)C(C)C)nc(C)c2cc1C | 0% | ? | -33% | 16% | -8% | -5% | -2% | -1% | -1% | -52% | .
38 | Cc1nc(C(=O)Nc2cccc(Cl)c2Cl)nn1-c1cc(OC(C)C)c(Cl)cc1Cl | 0% | 8% | 7% | 3% | -1% | 2% | 0% | -1% | 1% | -19% | -15%
39 | COc1ccc2c(c1)c(N=NC(N)=S)c(O)n2CC(=O)c1ccccc1 | -7% | -2% | ? | -3% | 9% | 5% | 1% | -17% | 2% | 11% | -4%
40 | O=C(Nc1nnc(C2CC2)s1)c1cc(-c2ccccc2)nn1-c1ccccc1 | 10% | -2% | 13% | -7% | 0% | 5% | -8% | -4% | 3% | -22% | 6%
41 | Cc1cc(NS(=O)(=O)c2ccc(NC(=O)CSc3nc4sc(C)c(C)c4c(=O)[nH]3)cc2)no1 | 3% | ? | 12% | -4% | 3% | -9% | -4% | -7% | -1% | -2% | ?
42 | O=[N+]([O-])c1cc(S(=O)(=O)N2CCOCC2)ccc1OCc1ccccc1C(F)(F)F | 17% | 2% | . | . | 0% | -1% | -11% | . | -5% | -5% | .
43 | O=C(CCC(=O)Nc1ccccc1)N/N=C/c1ccc2c(c1)OCO2 | ? | ? | 15% | 14% | ? | 0% | -2% | 2% | -3% | ? | 13%
